Screening data from PubChem BioAssay.
SMARCA2 activ = increases SMARCA2 function in MMTV reporter cells; actives 1% (n = 370,000); activation, % at 9.1 µM; MG213 cells, MMTV-luciferase reporter, dexamethasone, overnight; in the data active = activation above about 7.8%;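 note: 0% = vehicle wells and 100% = reference activator wells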
ASAP1 GAP inh = ASAP1 ArfGAP inhibition. Q9ULH1. ASAP1-stimulated ARF1 GTP hydrolysis, GDP FP detection. inhibition, % at 16.5 µM. actives 0.19% (n = 360,000). AID 624377; in the data active = inhibition above about 25%;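 note: 0% = vehicle with enzyme and substrate and 100% = no enzyme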
PG9 binder = binds the HIV-1 gp120 antibody PG9; TR-FRET gp120-PG9 antibody binding; inhibition, % at 6.7 µM; actives 0.43% (n = 360,000); AID 624416; in the data active = inhibition above about 8.5%
NPR2 activator = GC-B (human) receptor activation; P20594; HEK293-GC-B cells, CNP EC30, cGMP TR-FRET; 0% at EC30 CNP, 100% saturating CNP; activation, % at 10 µM; actives 0.11% (n = 370,000); AID 1920062;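 active = activation at 10 µM reaching about 35% in either raw or pattern-adjusted values, limit read from the data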
ARFGAP1 inhibitor = inhibits rat ARF GTPase activating protein 1; inhibition, % at 16.5 µM; actives 0.26% (n = 360,000); AID 651572; Q62848; Arfgap1-stimulated ARF1 GTP hydrolysis, GDP FP detection;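 active = inhibition above a per-plate limit, mean inhibition of low control wells plus 3 SD, cut at about 25% in these data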;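 note: 0% = DMSO wells with enzyme and 100% = wells lacking Arfgap1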
Target sequence (Q62848 1-136 limits assumed): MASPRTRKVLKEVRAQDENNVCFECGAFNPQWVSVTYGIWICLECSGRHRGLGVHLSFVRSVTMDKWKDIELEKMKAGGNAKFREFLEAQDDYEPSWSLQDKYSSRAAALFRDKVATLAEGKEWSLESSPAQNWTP
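Material: rat Arfgap1 GAP domain (His6, aa 1-136), purified enzyme. Also added: human ARF1(Δ1-17)-GTP substrate. Compound dosing: 16.5 µM single point, 1.26% DMSO. Timing: enzyme reaction 120 min at 25 °C after 20 min preincubation. Signal: GDP detection by fluorescence polarization. Read-out basis: percent inhibition of GAP-stimulated GDP formation, scaled between DMSO and no-Arfgap1 medians.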
NPR1 activator = GC-A (human) enzyme activation; P16066; HEK293 GC-A cells, cGMP TR-FRET, EC30 ANP; 0% at EC30 ANP, 100% saturating ANP; activation, % at 10 µM; actives 0.14% (n = 370,000); in the data active = activation above about 40%
NR1D1 modulator = Rev-erb alpha (human) modulation; actives 0.79% (n = 370,000); Rev-erbα–FITC-DNA binding, fluorescence polarization, 90 min; P20393; activity, % at 10 µM; AID 1259318;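 active = activity above about 14%, limit read from the data; passing the limit was not always enough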;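 note: 0% = DMSO wells with 35 nM protein and 100% = DMSO wells with 750 nM protein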
Target sequence (P20393 whole entry, looked up): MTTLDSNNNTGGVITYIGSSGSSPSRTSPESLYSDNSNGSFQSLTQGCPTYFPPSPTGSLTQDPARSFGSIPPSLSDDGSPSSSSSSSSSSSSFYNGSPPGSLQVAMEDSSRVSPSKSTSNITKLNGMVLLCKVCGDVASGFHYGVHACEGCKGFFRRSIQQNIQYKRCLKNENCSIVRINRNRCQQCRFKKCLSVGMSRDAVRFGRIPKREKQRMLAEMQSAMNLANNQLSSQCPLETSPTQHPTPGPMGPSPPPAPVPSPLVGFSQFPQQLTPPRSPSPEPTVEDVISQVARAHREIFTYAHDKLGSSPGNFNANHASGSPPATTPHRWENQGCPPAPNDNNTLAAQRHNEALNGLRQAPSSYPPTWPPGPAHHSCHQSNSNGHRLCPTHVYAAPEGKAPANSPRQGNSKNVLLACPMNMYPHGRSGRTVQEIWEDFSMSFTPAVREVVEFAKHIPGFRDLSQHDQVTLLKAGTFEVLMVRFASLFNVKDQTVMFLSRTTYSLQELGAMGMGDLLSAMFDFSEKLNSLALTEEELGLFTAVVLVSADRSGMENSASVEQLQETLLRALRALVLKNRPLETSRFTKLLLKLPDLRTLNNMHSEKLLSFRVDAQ
HTRA1 inhibitor = blocks human HTRA1 serine peptidase. recombinant HTRA1, FP-rhodamine activity-based probe, fluorescence polarization. actives 0.5% (n = 340,000). Q92743. inhibition, % at 5.96 µM; in the data active = inhibition above about 36%;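 note: 0% = enzyme with DMSO and 100% = wells lacking enzyme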
rCAG RNA binder = molecules binding r(CAG) RNA repeats. r(CAG) RNA repeat, TO-PRO-1 dye displacement fluorescence. inhibition, % at 3 µM. actives 1.3% (n = 370,000);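 active = inhibition above the plate cutoff, the mean of all test compounds on that plate plus 3 SD, cut at about 35% in these data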;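 note: 0% = DMSO alone and 100% = 100 µM mitoxantrone as full dye displacement; higher means more dye released from RNA so lower well fluorescence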
ABHD4 inh = inhibitors of mouse ABHD4 | Q8VD66 | purified mABHD4, FP-Rh probe fluorescence polarization | inhibition, % at 8.92 µM | actives 0.54% (n = 370,000);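 active = inhibition exceeding the mean over every tested compound plus 3 SD, cut at about 30% in these data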;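 note: 0% = plate median of compound wells and 100% = S159A mutant with DMSO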
Target sequence (Q8VD66 whole entry, looked up): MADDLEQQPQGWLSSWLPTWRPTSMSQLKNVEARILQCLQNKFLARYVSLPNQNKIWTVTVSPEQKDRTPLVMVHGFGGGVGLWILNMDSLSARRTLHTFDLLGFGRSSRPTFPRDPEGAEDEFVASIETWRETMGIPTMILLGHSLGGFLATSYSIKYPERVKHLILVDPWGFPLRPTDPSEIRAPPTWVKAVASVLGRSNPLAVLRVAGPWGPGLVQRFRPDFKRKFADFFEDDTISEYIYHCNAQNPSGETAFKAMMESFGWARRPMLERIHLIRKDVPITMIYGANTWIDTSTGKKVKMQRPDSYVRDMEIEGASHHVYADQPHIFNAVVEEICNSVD
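assay system = mABHD4 protein | compound dosing = single nominal dose of 8.92 µM, 0.89% DMSO final | read-out basis = percent inhibition of probe binding, normalized to plate controls | schedule = Enzyme–compound pre-incubation 45 min, then probe 60 min, both 25 °C | detection = fluorescence polarization, excitation 525 nm, emission 598 nm, BODIPY TMR filters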
Numbers without * were called inactive; . = not tested or not shown. Rows are unselected. About 4.4% of those tested had a hit in this group.

Fields: SMARCA2 activ	ASAP1 GAP inh	PG9 binder	NPR2 activator	ARFGAP1 inhibitor	NPR1 activator	NR1D1 modulator	HTRA1 inhibitor	rCAG RNA binder	ABHD4 inh
1	Cc1ccc2c(c1)N(C(=O)CCC(=O)NCCCN1CCN(C)CC1)CCO2
  -0.7	8.3	0.3	-4.7	-0.1	0.8	5.0	4.7	0.2	4.9
2	O=C(NCCN1CCC(Cc2ccccc2)CC1)C1CCN(S(=O)(=O)N2CCC3(CC2)OCCO3)CC1
  -3.5	-1.1	-0.1	-1.5	2.1	-0.1	-1.4	3.0	-9.5	8.5
3	CC(C)N(C(=O)CSc1nnc(Cn2nnc3ccccc32)n1C)C(C)C
  0.0	-1.1	-1.6	-2.9	-3.5	0.9	-3.7	-0.9	-2.5	-3.5
4	COc1ccc(S(=O)(=O)Nc2ccc(S(=O)(=O)Nc3ccc(F)cc3)cc2)cc1C
  -4.8	3.0	-3.6	2.8	13.2	1.0	-2.0	-31.4	46.8*	-24.0
5	COc1ccc(C(=O)NCc2ccc(S(N)(=O)=O)cc2)cc1[N+](=O)[O-]
  -2.0	3.9	0.3	2.9	-5.0	0.8	-0.6	4.6	2.4	2.4
6	COc1ccc(-c2cc(-c3nnc(COC(=O)C4CC4C)o3)c3ccccc3n2)cc1OC (stereo unspecified)
  -1.1	-8.1	-1.6	-0.8	-7.2	4.2	-3.0	-40.9	13.7	-14.0
7	O=C(N/C=N/OCc1ccc(Cl)cc1Cl)NOCc1c(Cl)cccc1Cl
  0.1	-2.6	1.4	2.0	5.8	-0.9	3.6	-5.1	0.9	10.4
8	COc1ccc(OC)c(S(=O)(=O)Nc2ccc3c(c2)N(C(C)=O)CCC3)c1
  -3.0	-7.9	-0.9	0.2	8.5	-4.3	4.0	6.8	3.3	-0.1
9	COc1cccc(NC(=O)CSCc2n[nH]c(=O)[nH]2)c1
  -1.0	18.5	-2.6	5.5	-0.4	4.1	-3.4	-4.7	-0.2	-0.3
10	Cc1cc(C(=O)COC(=O)C2=NNC(=O)CC2)c(C)n1-c1ccc(OC(F)F)cc1
  0.2	-6.4	-1.8	5.3	-5.1	5.1	-4.0	-0.4	7.4	3.0
11	O=C(NCCC1=CCCCC1)C1CCN(S(=O)(=O)c2ccc(Br)s2)CC1
  -1.9	-12.0	-0.6	3.4	3.7	-5.7	4.8	-13.7	-0.1	-6.6
12	COc1ccc(/C=N\Nc2ccccn2)c(OC)c1
  7.3	7.6	-7.8	-10.0	-2.3	12.1	0.2	1.1	-0.5	7.0
13	C=CCn1c(C)nnc1SCC(=O)c1[nH]c(C)c(C(C)=O)c1C
  -0.3	-1.4	-1.7	-1.8	-1.3	-3.9	-12.6	7.8	-2.4	-16.5
14	O=C(CN(C(=O)c1csnn1)c1cccc2c1CCCC2)NCc1ccccc1
  -2.0	-13.3	0.0	0.7	-2.4	-2.5	-0.7	-2.8	-3.4	-2.8
15	NC(=O)CSc1nnc(-c2ccc(S(=O)(=O)N3CCOCC3)cc2)n1Cc1ccccc1
  3.5	13.4	2.2	1.5	5.5	-3.8	-3.6	2.2	-1.9	-4.8

4 entries drawn at random from the list so far, as already listed:
Fields: SMARCA2 activ	ASAP1 GAP inh	PG9 binder	NPR2 activator	ARFGAP1 inhibitor	NPR1 activator	NR1D1 modulator	HTRA1 inhibitor	rCAG RNA binder	ABHD4 inh
4	COc1ccc(S(=O)(=O)Nc2ccc(S(=O)(=O)Nc3ccc(F)cc3)cc2)cc1C
  -4.8	3.0	-3.6	2.8	13.2	1.0	-2.0	-31.4	46.8*	-24.0
12	COc1ccc(/C=N\Nc2ccccn2)c(OC)c1
  7.3	7.6	-7.8	-10.0	-2.3	12.1	0.2	1.1	-0.5	7.0
3	CC(C)N(C(=O)CSc1nnc(Cn2nnc3ccccc32)n1C)C(C)C
  0.0	-1.1	-1.6	-2.9	-3.5	0.9	-3.7	-0.9	-2.5	-3.5
8	COc1ccc(OC)c(S(=O)(=O)Nc2ccc3c(c2)N(C(C)=O)CCC3)c1
  -3.0	-7.9	-0.9	0.2	8.5	-4.3	4.0	6.8	3.3	-0.1

Next entries follow:
Fields: SMARCA2 activ	ASAP1 GAP inh	PG9 binder	NPR2 activator	ARFGAP1 inhibitor	NPR1 activator	NR1D1 modulator	HTRA1 inhibitor	rCAG RNA binder	ABHD4 inh
16	CCCN1CCN(C(=O)c2cccc3c2C(=O)N(CCOC)C3)CC1
  4.2	-8.3	-3.0	2.2	5.8	2.3	-0.5	0.8	0.6	-0.9
17	Cc1ccc(C(C(=O)NC(C)(C)C)N(C(=O)c2csnn2)c2ccccc2F)o1 (stereo unspecified)
  -3.2	1.2	-1.1	-5.6	0.2	-6.7	2.1	-4.3	-4.2	2.9
18	COc1ccc(C2C(C(N)=O)=C(C)Nc3nc(-c4ccccc4Cl)nn32)c(OC)c1 (stereo unspecified)
  0.9	-4.2	2.0	-0.9	21.4	-1.2	-5.5	-6.5	3.3	-8.8
19	CS(=O)(=O)N1CCc2cc(-c3csc(NC(=O)Cc4cccs4)n3)ccc21
  -5.1	2.9	-1.1	5.0	-5.8	-1.3	3.3	-19.8	10.0	-23.9
20	C/C(=N\NC(=O)c1cc(Br)ccc1O)c1cccc(NC(=O)c2ccccc2F)c1
  5.2	4.2	-2.3	9.2	-2.7	-2.6	2.2	15.6	22.1	1.4
21	CCCC(O)(CCC)C(=O)NNc1ccccc1
  -0.1	6.7	-1.8	-1.3	3.1	-2.6	0.1	0.1	-2.4	0.9
22	CCN(CC)S(=O)(=O)c1ccc2nc(CSc3nnnn3-c3ccc(O)cc3)[nH]c2c1
  -2.3	-3.0	-2.8	-6.2	-1.8	-6.4	-4.9	-12.3	4.7	-6.8
23	CCOC(=O)c1ccc2[nH]c(C)cc(=O)c2c1
  0.9	10.6	-1.4	-10.5	3.9	-3.1	-2.5	4.2	0.1	2.4
24	N=c1ccn(Cc2ccc(F)cc2)cc1
  -1.4	-11.8	0.8	2.7	0.6	-2.4	0.5	.	-1.8	-5.0
25	OC[C@H]1O[C@@H](c2nc3ccc(-c4nc(-c5cccs5)no4)cc3[nH]2)C[C@@H]1O
  4.0	-7.2	-0.3	-4.0	9.0	7.7	6.1	.	5.2	-5.2
26	CC1CCCC(NC(=O)COc2ncnc3ccccc23)C1C (stereo unspecified)
  -0.5	-3.1	-1.6	1.7	9.4	2.0	-5.8	0.1	0.0	2.1
27	CC(=O)c1ccc(OCCCC(=O)n2nnc3ccccc32)cc1
  -2.9	-7.9	1.1	-1.7	-2.1	-1.0	-0.6	-0.2	1.3	-2.2
28	CCOC(=O)CC(NC(=O)c1ccccc1)c1ccc(OC)cc1 (stereo unspecified)
  -1.6	-5.7	0.4	4.0	-12.5	-1.2	-5.6	-2.4	-1.7	4.3
29	CC(C)(C)Cc1c(-c2ccccc2)nc2ccc(Br)cn12
  -1.0	7.7	-1.0	-5.8	3.7	-9.1	2.3	-15.4	0.6	2.8
30	NCCCC[C@H](NC(=O)C1CCNCC1)c1nnc([C@@H](N)CO)o1
  -0.9	-7.6	-0.9	4.2	-16.7	-0.4	5.8	-1.9	4.1	1.4
31	C=CCn1c(N)nc2ccccc21
  1.9	-15.2	-0.5	2.4	3.5	-1.1	-1.1	3.5	-1.0	0.6
32	CCCCc1ccc(NC(=O)CSc2nc(=O)n(CCCN3CCOCC3)c3c2CCC3)cc1
  -2.4	1.3	-1.7	-0.1	1.7	1.4	3.0	-11.2	-5.7	-4.0
33	CCOC1=CC2=C(C(=O)C(Cl)=CC2=O)[C@@H]2CN(S(=O)(=O)c3ccc(C)cc3)[C@@H](c3ccccc3)[C@H]12
  4.6	13.5	8.0	-6.1	7.2	-11.3	-6.3	.	72.5*	88.7*
34	CCOc1ccc(-n2c(SCc3cc(=O)oc4cc(C)c(C(C)C)cc34)nnc2-c2cccnc2)cc1
  -1.0	-1.2	-2.1	-2.5	7.3	-0.3	-2.4	-8.0	0.1	-8.9
35	NC(=O)CSCc1nc2ccccc2s1
  2.1	1.5	1.3	-1.4	-7.3	-2.8	1.9	-7.7	10.3	6.4
36	CCCc1nnc(SCC(=O)N2CCCCC2C)n1CCCOC (stereo unspecified)
  -1.3	-3.6	0.0	1.8	3.0	3.5	1.5	3.7	-4.7	-1.4
37	CC(=O)c1c(C)[nH]c(C(=O)CSc2nnc(CN3CCCCCC3=O)n2-c2ccccn2)c1C
  2.9	-2.1	-3.5	2.0	3.9	0.5	-0.4	-2.5	-1.9	0.0
38	Cc1ccsc1C(=O)N1CCN(c2ncccn2)CC1
  -2.2	-10.1	-0.5	6.3	10.9	1.9	1.1	0.3	-1.1	6.8
39	COC(=O)CN1C(=S)N(c2ccc(F)cc2)C(=O)C1CC(=O)Nc1ccc(OC)cc1 (stereo unspecified)
  1.6	-1.5	-0.3	4.2	-3.6	2.1	10.2	1.3	2.3	-16.4
40	CCN1C(=S)N[C@@H](CCc2ccccc2)[C@H](C(=O)OC)[C@H]1C
  0.3	3.2	2.5	8.2	-7.4	0.6	-2.0	3.8	-5.9	3.7
41	O=C1NC(Cc2ccc(O)cc2)c2nc3cc(Cl)ccc3c(=O)n2-c2cc3ccccc3cc21 (stereo unspecified)
  -3.6	0.9	0.2	3.2	-2.2	-7.8	-2.7	-96.0	11.5	-18.8
42	N#C/C(=C/c1ccc(CNS(=O)(=O)c2ccccc2)o1)C(=O)NCc1ccccc1
  -2.5	-4.0	-1.3	0.8	16.5	4.5	1.1	-6.8	3.9	1.3
43	CC1=C(C#N)C(/C=N/OCc2ccc(Cl)cc2)CC(=O)N1 (stereo unspecified)
  -1.9	-5.7	-1.5	-2.1	3.3	3.3	1.4	-3.7	-3.9	-0.8
44	COc1cccc(CNc2ccc(Br)cn2)c1O
  -1.4	17.5	1.1	-8.2	-11.1	-10.2	2.7	-0.5	0.7	-3.3
45	COc1ccc(Cc2nnc(SCC(=O)N3CCN(c4ccccc4)CC3)o2)cc1
  -2.5	7.4	-3.1	-1.9	-7.2	-0.3	-0.4	-3.8	1.9	-0.4
46	CCOC(=O)C1=C(O)CSC1=Nc1ccccc1
  1.3	5.0	0.5	-7.5	-11.9	-1.3	-0.6	-0.8	2.6	-1.8
47	COc1ccc(-n2nnc3c(SCC(=O)c4ccccc4)ncnc32)cc1
  -0.4	-0.1	0.1	-2.5	6.0	-3.4	-3.2	-1.3	1.9	5.6
48	CCOc1ccc(NC(=O)c2c[nH]n3c(=O)cc(C4CCN(C(=O)OC(C)(C)C)CC4)nc23)cc1
  -4.8	7.3	1.7	2.3	-3.0	0.9	-5.4	-0.3	22.9	-1.5
49	O=C1OCCC1S(=O)(=O)c1ccc2ccccc2c1 (stereo unspecified)
  1.4	6.1	-1.1	3.1	7.7	1.8	4.2	-6.3	1.9	1.6
50	CCN(CC)CCn1c(NC(=O)c2ccc(C(F)(F)F)cc2)nc2ccccc21
  1.6	4.0	-2.5	5.6	3.5	-1.7	14.9	-15.1	-5.9	-1.8
51	Cc1ccc(N(CC(=O)O)S(C)(=O)=O)cc1
  -1.7	-7.3	-1.6	1.9	-6.8	4.3	0.7	-2.5	1.4	1.4
52	CCN(C(=O)C1CCN(c2nc(-c3ccc(OC)cc3)no2)CC1)c1ccc(OC)cc1
  -8.1	-3.4	0.1	1.8	-9.4	1.9	-0.8	-13.2	1.0	-9.8
